Xi reactivation: activators of X-chromosome reactivation in mouse fibroblasts | XiGFP mouse fibroblasts, % GFP-positive cells imaging, 3 d; cells co-treated with 5-aza-dC sensitizer; scaled so ellipticine positive control = 100% | activation, % at 7.58 µM | 360,000 tested, 0.055% active | AID 743238;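 active = mean normalized replicate activation at least 10% and every replicate at or above 10%; inconclusive = only one of the two criteria met; inactive = mean below 10% and not all replicates reach 10%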;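 also: 0% = median of on-plate neutral control wells and 100% = ellipticine 6 µM median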
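Material: XiGFP fibroblasts, SV40-immortalized; Buffer or medium: DMEM containing 5-aza-dC; Compound dosing: single point; Times: 3 days compound exposure.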
Cneo AK release: causes C. neoformans cell lysis. adenylate kinase release luminescence, 4 h; normalised: neutral wells 0, clomiphene wells 100. lysis activity, % at 15 µM. 360,000 tested, 0.2% active. AID 651654;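 active = mean lysis activity across replicates of at least 80%, whatever share of replicates individually reach that level; inactive = mean lysis activity below 80%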
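Assay system: Cryptococcus neoformans yeast cells / Dosing: single-point compound dose / Timing: 4 h at 37 °C static, read 1 h later / Measured by: luminescence of released adenylate kinase using an AK detection reagent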
SIRT5 block: sirtuin-5 (human) deacylase inhibition; Purified SirT5, succinyl-peptide AMC, trypsin-coupled fluorescence; 330,000 tested, 1.1% active; AID 652115; inhibition, % at 15 µM; Q9NXA8; in the data active = inhibition above about 15%; inconclusive = no clear call, values can overlap the other calls
LGR2 inh: blocks bursicon-induced cAMP signaling via Drosophila LGR2; inhibition, % at 9.99 µM; HEK293 LGR2, CRE-luciferase, bursicon-stimulated, 4 h; 380,000 tested, 0.35% active;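 active = drop in luminescence signal, shown as inhibition above about 50% in the replicate tests, limit read from the data, passing the limit was not always enough; inconclusive = probably only some replicates passing the limit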;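 also: agonist challenge used bursicon conditioned medium at about half maximal strength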
ERAP1 inh: blocks human ERAP1 aminopeptidase activity | 340,000 tested, 0.15% active | recombinant ERAP1, Leu-AMC fluorescence, 60 min | Q9NZ08 | inhibition, % at 10.7 µM | AID 652197;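 active = mean replicate inhibition of at least 30%, or all replicates individually reaching that 30% level; inactive = mean below 30% and not every replicate reaching it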;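 also: 0% = neutral control wells and 100% = L-leucinethiol positive control wells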
Target sequence (Q9NZ08 whole entry, looked up): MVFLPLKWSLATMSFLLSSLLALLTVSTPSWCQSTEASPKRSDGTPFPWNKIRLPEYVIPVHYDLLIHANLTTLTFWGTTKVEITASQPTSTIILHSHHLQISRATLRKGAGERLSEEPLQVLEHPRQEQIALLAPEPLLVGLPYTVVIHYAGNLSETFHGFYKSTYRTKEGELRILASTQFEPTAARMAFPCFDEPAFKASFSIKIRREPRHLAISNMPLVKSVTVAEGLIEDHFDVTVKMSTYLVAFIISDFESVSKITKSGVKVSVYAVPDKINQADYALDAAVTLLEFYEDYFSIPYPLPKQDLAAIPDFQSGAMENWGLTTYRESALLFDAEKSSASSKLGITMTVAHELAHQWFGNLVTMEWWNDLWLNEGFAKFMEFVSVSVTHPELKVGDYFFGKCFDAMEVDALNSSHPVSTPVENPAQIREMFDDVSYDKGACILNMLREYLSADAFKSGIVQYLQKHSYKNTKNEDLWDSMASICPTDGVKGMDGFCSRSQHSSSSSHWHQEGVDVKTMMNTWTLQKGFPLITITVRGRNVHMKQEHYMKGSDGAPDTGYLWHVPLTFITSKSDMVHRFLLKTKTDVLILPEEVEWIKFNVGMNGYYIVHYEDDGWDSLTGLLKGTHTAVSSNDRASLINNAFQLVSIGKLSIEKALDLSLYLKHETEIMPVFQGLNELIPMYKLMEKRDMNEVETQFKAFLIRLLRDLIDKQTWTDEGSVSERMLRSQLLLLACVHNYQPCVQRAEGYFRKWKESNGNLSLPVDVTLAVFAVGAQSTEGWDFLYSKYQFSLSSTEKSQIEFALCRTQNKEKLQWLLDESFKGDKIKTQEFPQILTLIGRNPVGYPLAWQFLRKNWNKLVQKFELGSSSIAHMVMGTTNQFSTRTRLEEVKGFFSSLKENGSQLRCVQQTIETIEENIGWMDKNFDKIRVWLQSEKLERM
S100A4 inh HTS: inhibitors of human S100A4 binding to myosin IIA peptide; P26447; S100A4/TAMRA-MyoIIA peptide fluorescence polarization; inhibition, % at 10.7 µM; 360,000 tested, 0.14% active;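 active = mean inhibition of at least 70% across replicates, with every replicate also reaching that level; inconclusive = mean inhibition reaches 70% but some replicates fall short; inactive = mean inhibition below 70%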
Target sequence (P26447 whole entry, looked up): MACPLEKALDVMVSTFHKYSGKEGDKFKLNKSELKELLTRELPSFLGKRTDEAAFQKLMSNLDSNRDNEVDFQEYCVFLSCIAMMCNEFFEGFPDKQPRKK
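assay system = human S100A4 monomer with TAMRA-labelled myosin IIA peptide | also added = labelled myosin peptide probe, 5 nM | incubation = 5 min between mix addition and reading | control set = DMSO and TFP controls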
PGC1a acetyl inh: lowers PGC1a acetylation signal in U2OS cells | AlphaScreen anti-acetyl-lysine; with virally co-expressed GCN5 acetyltransferase | inhibition, % at 15.6 µM | 350,000 tested, 0.17% active | AID 651687;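 active = every replicate shows inhibition of at least 40%; inconclusive = mean inhibition at least 40% but some replicate below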;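 also: 0% = neutral control wells and 100% = positive control wells; some results beyond the cut were filed as inactive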
Statin myotox sup: suppression of simvastatin myotoxicity; C2C12 myotubes + simvastatin, ATP luminescence, 48 h; scaled: DMSO 0, geranylgeraniol control 100; rescue of ATP level, % at 7.49 µM; 330,000 tested, 0.78% active;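 active = mean ATP rescue above about 67%, or every replicate alone reaching that limit, limit read from the data, passing the limit was not always enough; inconclusive = no clear call, values can overlap the other calls; inactive = mean under the limit and some replicate under it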;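 also: myotubes were challenged with 10 µM simvastatin during compound exposure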
* hit, by the source's call; ? = inconclusive; · = not tested or not shown; & = joins results of further samples. The list is partial. The share of hits here may be higher or lower than overall.

SMILES	Xi reactivation	Cneo AK release	SIRT5 block	LGR2 inh	ERAP1 inh	S100A4 inh HTS	PGC1a acetyl inh	Statin myotox sup
CC(C)(C)NC(=O)CSc1nc2[nH]ncc2c(=O)[nH]1	0.0	·	·	9.1	3.0	2.8	·	·
CC1(C)Oc2ccc3ccc(=O)oc3c2C[C@H]1O	0.0	0.1	-22.8	-1.3	1.7	1.4	-5.4	1.2
CN1CCN(C(=O)c2cc3c(c(-c4cccc(-c5ccc(C(=O)N(C)C)cc5)c4)n2)[C@H](CCO)N([S@@](=O)C(C)(C)C)C3)CC1	0.0	-6.0	-2.9	23.1	-1.8	-26.2	11.1	7.8
COc1cc(NC(C)=O)ccc1-c1cc2ccccc2oc1=O	0.0	·	·	3.6	·	4.7	-7.7	·
Cc1cccc(N/C(N)=N/c2nc(C(F)(F)F)cc(=O)[nH]2)c1C	-0.1	·	0.2	-3.8	0.0	-0.4	·	·
CCCC(=O)Nc1ccc2c(c1)C(=O)N(C)C[C@H](OC)[C@H](C)CN(S(=O)(=O)c1cn(C)cn1)[C@@H](C)CO2	0.3	10.2	-1.1	11.4	2.9	-44.1	-4.6	-16.1
CCCC(=O)Nc1cc(S(=O)(=O)N(CC)CC)ccc1Cl	0.6	·	-1.4	·	3.5	-10.6	·	·
COc1ccccc1/C=C/C(=O)NCCc1ccccn1	·	-2.1	8.2	-50.4	-1.1	4.4	8.5	-9.8
COc1ccc(-n2c(SCC3OCCO3)nc3c(sc(=S)n3-c3ccccc3)c2=O)cc1OC	0.0	·	-4.0	18.1	-6.8	-0.2	-10.8	·
O=C(NCCc1ccccc1)C1c2ccccc2C(=O)N1Cc1cccs1 (stereo unspecified)	0.1	4.5	33.5*	0.1	·	-2.1	2.6	-15.7
N#Cc1ccccc1OCC(=O)OCC(=O)NCc1ccc2c(c1)OCO2	0.2	0.9	-0.1	-0.6	-4.9	-12.6	7.1	-1.5
CC(C)(C)Nc1nc(Nc2ccc([N+](=O)[O-])cc2)nc(NC(C)(C)C)n1	0.0	-0.3	0.2	7.4	-0.4	-1.0	-8.7	-13.2
Cc1ccc(Cl)cc1NC(=O)Nn1cnnc1	0.0	-1.3	-0.7	-9.0	-5.5	-5.0	·	2.4
Cc1ccc(S(=O)(=O)N(C)C)cc1-n1c(SCC(=O)N(C)C)nc2ccccc2c1=O	-0.1	·	1.7	28.2	-0.6	-3.7	-9.5	0.1
O=C1c2ccccc2C(c2nnnn2Cc2ccccc2)N1Cc1cccs1 (stereo unspecified)	0.1&-0.1	·	1.1&-3.2	21.5&8.1	·	-13.9&-1.2	·	·
COc1cccc(CN(C)C(=O)c2ccc(N3CCCC3)c([N+](=O)[O-])c2)c1	-0.1	0.9	-1.1	0.8	0.4	-1.8	·	4.2
Cc1cccc(NC(=O)C2C3CCC4C(CCC32)C4(Cl)Cl)c1 (stereo unspecified)	0.0	0.4	-1.0	10.0	-0.9	-4.2	-3.3	-14.4
O=C(CSc1ncn[nH]1)CSc1ncn[nH]1	0.0	-0.2	-2.4	10.2	2.3	-5.8	8.5	11.8
CS(=O)(=O)c1ccc2nc(NC(=O)c3ccc(NS(=O)(=O)c4cccc([N+](=O)[O-])c4)cc3)sc2c1	0.5	·	1.4	-8.0	-1.2	-1.5	5.6	·
O=C(O)c1cc2c(cc1NC(=O)C1CCCC1)OCCO2	0.4	-1.3	-1.6	-7.2	-2.4	-1.3	·	5.3
Cc1ccc(S(=O)(=O)Nc2ccc3c(c2)C(=O)N([C@H](C)CO)C[C@H](C)[C@@H](CN(C)C(=O)Nc2c(C)noc2C)O3)cc1	-0.3	-1.5	-2.7	-2.4	1.4	0.4	1.1	-24.0
Cc1cc(NC(=O)CS(=O)CC(=O)Nc2c(C)cccc2C)ccc1-n1cnnn1 (stereo unspecified)	0.2	1.4	-5.9	13.7	0.3	-0.2	-23.6	-17.8
CN1c2ccc(C3=CCCCC3)cc2[C@@H]2[C@@H](CCN2S(=O)(=O)c2ccccc2)[C@@H]1CO	0.0	-0.4	4.1	5.9	2.0	2.0	-8.9	4.2
O=C1C2CCCCN2C(=O)N1CCCCN1CCN(c2cccc(Cl)c2)CC1 (stereo unspecified)	-0.1	2.3	2.4	-1.5	-2.0	2.1	-8.8	0.1
C[C@@H]1CN([C@H](C)CO)C(=O)c2cc(C#CC3CCCC3)cnc2O[C@H]1CN(C)C(=O)C1CCC1	-0.8	-3.1	-1.4	3.5	1.0	12.4	3.4	·

The last 6 entries of the part above are carried over, then new ones follow.
SMILES	Xi reactivation	Cneo AK release	SIRT5 block	LGR2 inh	ERAP1 inh	S100A4 inh HTS	PGC1a acetyl inh	Statin myotox sup
O=C(O)c1cc2c(cc1NC(=O)C1CCCC1)OCCO2	0.4	-1.3	-1.6	-7.2	-2.4	-1.3	·	5.3
Cc1ccc(S(=O)(=O)Nc2ccc3c(c2)C(=O)N([C@H](C)CO)C[C@H](C)[C@@H](CN(C)C(=O)Nc2c(C)noc2C)O3)cc1	-0.3	-1.5	-2.7	-2.4	1.4	0.4	1.1	-24.0
Cc1cc(NC(=O)CS(=O)CC(=O)Nc2c(C)cccc2C)ccc1-n1cnnn1 (stereo unspecified)	0.2	1.4	-5.9	13.7	0.3	-0.2	-23.6	-17.8
CN1c2ccc(C3=CCCCC3)cc2[C@@H]2[C@@H](CCN2S(=O)(=O)c2ccccc2)[C@@H]1CO	0.0	-0.4	4.1	5.9	2.0	2.0	-8.9	4.2
O=C1C2CCCCN2C(=O)N1CCCCN1CCN(c2cccc(Cl)c2)CC1 (stereo unspecified)	-0.1	2.3	2.4	-1.5	-2.0	2.1	-8.8	0.1
C[C@@H]1CN([C@H](C)CO)C(=O)c2cc(C#CC3CCCC3)cnc2O[C@H]1CN(C)C(=O)C1CCC1	-0.8	-3.1	-1.4	3.5	1.0	12.4	3.4	·
COc1ccc2c3c(n(C)c2c1)[C@H](CO)N(S(C)(=O)=O)CC31CN(C(=O)C2CCC2)C1	0.3	·	-0.3	-1.7	0.9	1.5	·	·
Cc1ccc(C(=O)Nc2ncccc2O)cc1S(=O)(=O)N1CCCCC1	0.3	-0.9	-6.4	21.7	0.9	-2.0	·	-0.6
Cc1ccc(S(=O)(=O)N(C)C[C@H]2Oc3ccc(NC(=O)Nc4ccccc4)cc3CC(=O)N([C@@H](C)CO)C[C@@H]2C)cc1	-1.1	-1.5	-2.0	-17.7	-1.5	5.5	2.2	-21.0
CCCCCCN1C[C@@H](O)[C@H](n2cc(COC(=O)c3ccccc3)nn2)C[C@@H]1c1ccc(Cl)cc1	0.4	-1.9	-3.6	-19.9	-2.5	-4.8	-0.1	7.4
CC(C)C[C@@H]1COc2cccc(N3CCCCC3)c2S(=O)(=O)N1	0.0	·	-6.6	18.0	-1.6	-11.0	·	·
O=C(c1ccc(-c2ccccc2)cc1)C1CCCN(Cc2ccncc2)C1 (stereo unspecified)	0.0	-1.4	1.5	7.1	6.9	-2.5	-14.7	-11.3
O=C(NCc1ccccn1)C1CCC(CNS(=O)(=O)c2cccc3nsnc23)CC1 (stereo unspecified)	-0.2	0.2	1.3	6.3	-0.1	-12.5	6.1	4.2
OC(CNCc1ccccc1)COc1ccccc1 (stereo unspecified)	0.0	-0.6	24.0*	6.2	0.6	-23.5	-17.1	18.7
O=C(NCc1ccc(Cl)cc1)C1CCN(S(=O)(=O)N2CCOCC2)CC1	0.0	·	-0.3	7.7	-0.7	5.9	·	·
COc1ccccc1NC(=O)Cn1c(CCC(=O)O)ccc1-c1ccccc1	0.0	-1.1	5.4	1.8	13.7	-28.1	·	13.6
C[C@H]1CN([C@@H](C)CO)C(=O)c2cc(Br)cnc2O[C@@H]1CN(C)S(=O)(=O)c1cn(C)cn1	0.1&-1.3	1.1&-6.6	1.5&1.6	-17.2&-6.9	-0.8&-1.0	-3.5&2.7	-2.2&6.7	-0.9
Cc1ccc(CSc2ccc3nnc(-c4cccnc4)n3n2)cc1	·	-1.4	·	29.2	·	·	-8.4	4.4
Cc1ccc(C(=O)Nc2cccc([N+](=O)[O-])c2)cc1S(=O)(=O)Nc1cccc(C(=O)O)c1	0.2	·	-0.1	-28.1	9.7	-0.6	2.6	·
C/C(=N\NC(=O)c1cccnc1)c1ccc(-n2ccnc2)cc1	0.0	·	0.7	-19.7	12.5	8.5	·	·
COP(=O)(OC)C(Nc1ccc([N+](=O)[O-])cc1)c1ccccc1 (stereo unspecified)	0.4	·	-0.8	8.2	-3.4	-2.1	·	·
COc1cc(S(=O)(=O)Nc2ccc(Br)cc2)ccc1N	-0.3	1.6	-0.8	-1.0	-2.1	-2.4	-1.7	7.1
CC(C)CC(=O)Nc1c2c(nn1-c1ccc(F)cc1)CSC2	?	-0.6	-2.3	26.3	2.6	-0.2	4.4	-0.7
CC(Oc1ccccc1)C(=O)NNC(=O)c1ccccn1 (stereo unspecified)	0.1	-3.3	·	·	3.7	0.2	-13.9	3.6
O=c1cnnc(Nc2ccc(Cl)c(C(F)(F)F)c2)[nH]1	0.0	·	1.8	-13.0	2.7	0.8	·	·
O=C(Nc1ccccc1)N1CCCCN2[C@H](CO)[C@@H](c3ccc(Br)cc3)[C@@H]2C1	0.1	-1.7	7.3	10.6	-0.5	6.3	-16.7	-21.4
C=CCOc1cccc(C(=O)N(C)C2CCCN(Cc3ccccc3F)C2)c1 (stereo unspecified)	0.0	-1.7	2.8	0.9	0.1	-26.9	·	-14.8
CCOC(=O)C1CCCN(C(=O)/C=C/c2ccc(Cl)cc2)C1 (stereo unspecified)	0.2	·	-0.9	6.4	-1.7	-0.7	·	·
O=C(c1ccc(-c2ccccc2)cc1)N1CCC2CC1c1cc(-c3ccc4c(c3)OCO4)ccc12 (stereo unspecified)	0.2	1.9	-2.7	13.7	·	9.3	-6.4	-13.9
CC(c1ccc(F)cc1)n1cc(S(=O)(=O)N2CCCC2)ccc1=O (stereo unspecified)	0.3	3.6	11.2	6.5	2.4	-4.7	6.6	3.2
CCOc1ccc(-n2nc3c(Cl)nnc(C)c3c2C)cc1	0.0	-0.6	-6.7	1.6	1.8	1.5	-3.8	·
COC(=O)c1ccc(NC(=O)CN2CCOCC2)cc1	·	-0.2	·	-5.0	·	·	0.3	-2.2
O=C(CCN1C(=O)S/C(=C/c2ccccc2)C1=O)Nc1ccc(C(=O)O)c(O)c1	0.0	-3.7	3.8	15.7	-0.6	-2.3	1.2	-10.2

Screening results (PubChem)
